# Screening data as filed in PubChem.
# NRP1-CendR mod: modulators of CendR peptide binding to NRP-1, primary screen, biochemical, fluorescence polarization, uHTS | FAM-RPARPAR peptide binding to NRP-1 | 360,000 tested, 0.85% active | inhibition, % at 25 µM | AID 602438, 2012;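 active = inhibition or corrected inhibition above about 18%, plus a signal ratio from 0.5 to 1.5, limit read from the data, passing the limit was not always enough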; note: strong numbers were not always called active
# FAS TE block: FAS thioesterase domain inhibitors, primary screen, biochemical, fluorescence intensity, uHTS | inhibition, % at 15 µM | 360,000 tested, 0.67% active | recombinant FAS-TE, OMFH fluorogenic substrate, fluorescence endpoint | Fatty acid synthase (Homo sapiens), P49327;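 active = compounds whose normalised, plate-corrected inhibition of enzyme fluorescence in the single-dose primary screen is 50% or more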;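 note: 0% = DMSO with enzyme and 100% = substrate without enzyme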
# MT1-MMP act inh: blockers of MT1-MMP proenzyme processing, primary screen, HT1080 RFP-PRO-GFP cells, GFP/RFP fluorescence; Matrix metalloproteinase-14 (Homo sapiens), P50281; GFP/RFP ratio fluorescence, overnight; percent of plate control window, DMSO zero; GFP/RFP ratio change, % at 20 µM; 360,000 tested, 0.061% active;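 active = GFP/RFP ratio change of at least 30% with cell ATP level not reduced by more than half and red fluorescence within 50% of control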; note: strong numbers were not always called active
#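 Assay system: HT1080 RFP-PRO-GFP cells | Dosing: 20 µM single dose, 1% DMSO | Incubation: Cells overnight before dosing, compound overnight, 37 °C, 5% CO2 | Evaluation: GFP/RFP fluorescence ratio | Control set: DMSO-only wells and HT1080 RFP-L50D-GFP cell wells as references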
# TbMetRS inhib: T. brucei MetRS inhibitors, primary screen, biochemical, luminescence | AID 624268, 2012 | inhibition, % at 11.9 µM | 360,000 tested, 0.4% active | methionyl-tRNA synthetase (Trypanosoma brucei brucei) | purified T. brucei MetRS, ATP depletion, Kinase-Glo luminescence;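 active = inhibition above a per-plate cutoff of the control wells' mean inhibition plus 3 SD, cut at about 5.5% in these data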;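 note: 0% = DMSO wells median and 100% = median of wells with control inhibitor compound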
#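 Material – parasite MetRS enzyme · Medium – HEPES-MgCl2-KCl buffer plus DTT, spermine, BSA, pyrophosphatase · Reagent – ATP, methionine and E. coli bulk tRNA substrates · Times – 15 min enzyme-compound preincubation, 2 h reaction, 10 min detection, 25 °C · Measured by – luminescence of leftover ATP · Evaluation – percent inhibition relative to median high and low control wells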
# MsrA inhibitor: bovine MsrA enzyme inhibitors, primary screen, biochemical, absorbance, HTS; Methionine sulfoxide reductase A (Bos taurus); purified bovine MsrA, absorbance read-out; inhibition, % at 15.5 µM; 360,000 tested, 0.75% active; AID 651718, 2012; in the data active = inhibition above about 4.5%;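 note: 0% = vehicle wells with enzyme and 100% = reference inhibitor wells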
# E coli Lon inh: inhibitors of E. coli Lon protease, primary screen, biochemical, fluorescence polarization; purified E. coli Lon protease; inhibition, % at 7.94 µM; 360,000 tested, 0.42% active; AID 602123, 2011; in the data active = inhibition above about 13%, passing the limit was not always enough;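 note: 0% = enzyme with probe and DMSO and 100% = no enzyme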
# MLLE-PAM2 inh: inhibitors of PABP1 MLLE–PAM2 peptide binding, primary screen, biochemical, fluorescence polarization, FITC-PAM2, GST-MLLE; 360,000 tested, 0.36% active; AID 588489, 2011; Polyadenylate-binding protein 1 (Homo sapiens), P11940; inhibition, % at 20 µM; in the data active = inhibition above about 35%, passing the limit was not always enough;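 note: plate controls were DMSO wells with GST-MLLE for no effect and wells lacking GST-MLLE protein for full effect; some results filed as inactive read as strong as hits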
# SKN-1 inh: suppressors of acrylamide-induced Pgst-4::GFP reporter in worms, primary screen, SKN-1 inhibitor project, whole organism, uHTS, GFP/RFP fluorescence ratio, strain VP596; C. elegans VP596 Pgst-4::GFP/RFP ratio, 24 h; inhibition, % at 21.8 µM; 360,000 tested, 0.49% active; AID 624304, 2012;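 active = interference check ratio from 0.5 to 1.5 plus GFP to RFP signal ratio inhibition reaching or exceeding a fixed threshold, cut at about 30% in these data, passing the limit was not always enough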; note: some compounds called inactive have numbers as strong as hits
# MsrA act: bovine MsrA enzyme activators, primary screen, biochemical, absorbance, HTS; Methionine sulfoxide reductase A (Bos taurus); purified bovine MsrA, absorbance read-out; activation, % at 10.6 µM; 360,000 tested, 0.3% active; AID 602163, 2012; in the data active = activation above about 7.5%;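 note: 0% = vehicle and 100% = reference activator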
# Numbers without * were called inactive; / = not tested or not shown.
SMILES,NRP1-CendR mod,FAS TE block,MT1-MMP act inh,TbMetRS inhib,MsrA inhibitor,E coli Lon inh,MLLE-PAM2 inh,SKN-1 inh,MsrA act
CCOC(=O)C[C@H]1c2cc(F)ccc2S(=O)(=O)N1C1CCCC1,18,-9,2,-0.3,-0.2,-12,1,6,-2
O=C1CCN(Cc2ccc(Cl)cc2Cl)C(=O)N1,0,-4,-2,-0.1,-0.4,0,7,-2,-4
OCC1(Cc2ccccc2)CCCN(C2CCCC2)C1 (stereo not given),-2,-1,0,-0.2,-0.6,-2,18,-11,4
COc1ccc(C(=O)COC(=O)CNC(=O)c2ccc(C)s2)c(OC)c1,4,0,-3,-0.1,0.8,-14,-12,1,0
Cc1ccc(NC(=S)Nc2ccc(Br)cc2)cc1,23,-2,0,-0.4,0.2,-1,27,-5,-11
COC(=O)c1c(-c2ccccc2Cl)noc1-c1cnc(N)nc1C(F)(F)F,11,-3,1,-0.8,0.1,1,-2,1,-3
O=C(CSc1nnc(-c2ccccc2)n1CC1CCCO1)N1CCCC1 (stereo not given),-6,-5,-1,0.2,0.9,-1,1,-7,-8
Cc1cc(C)c(C(O)c2ncc(-c3ccccc3F)[nH]2)c(C)c1 (stereo not given),-3,0,2,-0.4,0.3,-10,6,2,-9
CCOC(=O)c1cc(C#N)c(SCC(=O)O)[nH]c1=O,-5,3,9,-0.9,3.1,2,7,-14,-11
CCN(CC)CCNS(=O)(=O)c1ccc2[nH]cc(C(=O)O)c(=O)c2c1,3,-10,0,-0.9,1.0,1,-3,-3,-7
Cc1ccc(Cl)c(OCC(=O)Nc2ccc(S(=O)(=O)NC3=NCCCCC3)cc2)c1,-5,6,-1,-0.2,-0.8,5,-40,11,-1
O=C(O)c1ccc(S(=O)(=O)N2CCc3ccccc3C2)cc1,1,-3,-3,2.1,0.3,-6,0,3,2
COc1ccc(C(=O)N[C@H](C(=O)NCc2cccs2)C(C)C)cc1,2,-3,1,-0.2,1.6,-5,-91,-6,-4
CC1CN(C(=S)NC(=O)c2ccco2)CC(C)O1 (stereo not given),13,-14,1,0.2,0.4,7,14,14,3
COc1c(Br)cc(Br)cc1/C=N/NC(=O)c1cccnc1,0,1,-5,-0.1,-0.3,-1,1,7,-1
C=CCN1C(=O)c2ccc(C(=O)OCC(=O)N3CCN(c4ccccc4)CC3)cc2C1=O,-15,8,-1,-0.3,-1.2,-12,7,10,-1
Cc1ccc(S(=O)(=O)/N=C(\CN2CCOCC2)N2CCCC2)cc1,2,-2,-3,0.3,-1.7,-10,-12,5,0
CN1C(=O)OC(C)(CCc2ccccc2)C1(C)O (stereo not given),-12,-6,4,-0.2,-1.1,-7,0,13,-3
Sc1oc(-c2ccccc2)cc1C=Nc1ccccc1,-20,19,-9,0.4,0.0,-7,-41,7,-1
CC(C)C(CC(=O)NCc1ccco1)c1ccco1 (stereo not given),-36,-4,-5,0.0,0.8,3,10,-15,-2
CCOC(=O)CSc1nnc(CNc2cccc(Cl)c2)n1C,-3,-6,3,0.4,2.2,-4,-20,-3,-3
COCCNc1nc(-c2cc3ccccc3o2)cs1,0,-2,3,-0.7,1.1,-10,6,13,-4
Cc1cc(C)c(NC(=O)CN(C)CC(=O)N(C)CC(=O)Nc2c(Cl)cccc2Cl)c(C)c1,18,-3,4,-0.1,-0.2,5,-74,9,-2
Cc1csc(CNC(=O)c2ccc(OC3CCN(CCc4ccccc4)CC3)cc2)n1,4,-1,0,-0.6,-0.6,0,7,16,-3
NNc1nc2cccnc2n(CCNc2ncc(C(F)(F)F)cc2Cl)c1=O,3,0,-13,-0.3,-0.4,-4,-9,0,-2
Nc1nc2ccc(C(=O)NCCOC(=O)C3CCCCC3)cc2s1,10,-2,7,0.4,0.7,0,31,8,-1
Nc1nc(NCc2c(F)cccc2Cl)nn1-c1ccccc1,-5,-5,1,-1.2,0.5,-3,11,-7,-5
COc1ccc(S(=O)(=O)N2CCN(C(=O)c3ccc(COc4ccccc4)o3)CC2)cc1,-7,21,-5,-0.4,1.0,-2,-9,1,-8
Cc1sc2ncnc(Sc3nnnn3-c3ccccc3)c2c1C,7,22,-1,0.3,-0.3,-3,-53,6,-3
Cc1ccc(S(=O)(=O)N2CCN(C(=O)c3cc(S(=O)(=O)N4CCOCC4)c(Cl)cc3Cl)CC2)cc1,-2,21,-1,0.3,0.0,-2,9,26,-2
COc1cc(C(=S)N2CCOCC2)cc(OC)c1O,6,-4,0,0.2,0.5,4,14,-14,-2
Cc1ccc(NC(=O)C(C)Sc2nnc(-c3cccnc3)n2-c2ccccc2)cc1 (stereo not given),-12,-2,-2,-0.2,-0.3,10,-10,4,-4
COc1ccccc1C(=O)Nc1ccccc1N1CCN(S(C)(=O)=O)CC1,21,5,1,-0.2,1.6,8,2,2,0
Cc1ccc(CNC(=O)CN(C)S(=O)(=O)c2ccc(F)cc2)cc1,1,-2,5,-0.7,0.8,6,-6,-13,-7
O=C(NCCn1ccc2ccccc21)c1ccc(S(=O)(=O)N2CCCCC2)cc1,7,8,5,-0.1,1.1,3,4,17,1
CCc1csc(CCNC(=O)C2CCC(=O)N(CCc3cccc(F)c3)C2)n1 (stereo not given),7,-2,-1,-0.1,1.1,-1,-4,-4,-3
CCN1C(=NCCCOC(C)C)N[C@@H](CCc2ccccc2)[C@H](C(=O)NCCCOC(C)C)[C@H]1C,13,-16,-15,-0.2,0.0,10,-39,1,-9
CC(C)C(NS(=O)(=O)c1cccc2nsnc12)C(=O)N1CCn2c1nc1ccccc12 (stereo not given),-3,-1,-4,-0.2,0.2,-7,21,11,-2
COc1ccc(-c2coc3c(C(=O)NCCN4CCOCC4)cccc23)c(C)c1,-2,-2,-3,1.2,0.1,-1,5,9,-3
O=C(Nc1ccccc1)c1ccccc1CCc1ccccc1,13,13,-9,-0.3,-0.3,-2,5,7,-2
C(=N\c1nccs1)/Nc1nccs1,-11,-6,1,-0.5,0.0,-6,6,3,0
Cc1cccc(NCN2C(=O)C3C4C=CC(C4)C3C2=O)c1 (stereo not given),-2,-6,6,0.4,0.4,-9,-1,4,-3
CN1C(=O)CC(N2CCN(c3ccccc3)CC2)C1=O (stereo not given),0,-4,13,-0.3,0.4,6,12,-10,0
NS(=O)(=O)c1ccc(N2N=C(c3ccccc3)CC2c2ccc(Br)cc2)cc1 (stereo not given),-8,22,-9,-0.1,1.3,4,-5,6,-2
CCC(=O)NNc1ncnc2c1cnn2-c1ccccc1,11,-4,2,-0.1,-0.7,-3,-1,2,-3
CNC(=S)Nc1ccc([N+](=O)[O-])cc1C,-8,-2,4,-0.5,1.0,-9,10,1,-3
C[C@H](CO)N1C[C@H](C)[C@@H](CN(C)C(=O)Nc2ccccc2)Oc2c(NS(=O)(=O)c3ccccc3)cccc2C1=O,3,-4,-1,0.2,0.7,-2,-3,8,0
Cc1ccc(Cc2c(C)nc3nc(SCC(=O)NCCCN4CCCCC4)nn3c2C)cc1,15,-2,-1,-0.9,0.4,5,9,-6,-3
CC(NS(=O)(=O)c1ccc(Cl)cc1)C(=O)N1CCOCC1 (stereo not given),5,-2,2,-0.4,0.2,-1,11,-6,-1
Nn1c(SCC(=O)Nc2ccccc2)nnc1-c1cccnc1,9,-9,-1,-1.3,-1.0,-5,-30,12,-4
O=C(CSc1nnc(-c2c[nH]c3ccccc23)n1C1CC1)NC1CCS(=O)(=O)C1 (stereo not given),-1,-4,-2,0.5,0.2,-9,-6,8,0
Cc1ccc(C(c2nnnn2C(C)(C)C)N(Cc2ccco2)Cc2cccs2)cc1 (stereo not given),10,31,0,-1.2,0.0,8,0,-8,2
COc1ccc(C(=O)Nc2ccc(C)cc2C(=O)c2ccccc2)cc1,8,30,-6,-1.1,-0.9,-5,14,9,-3
[O-][n+]1c2ccccc2c2n1CCCN=C2c1ccc(Cl)cc1,20,-14,6,-0.3,-0.1,-6,9,17,-1
CCCCCCC1/C(=N\NC(=O)c2ccccc2)CCC1C(=O)OC (stereo not given),10,6,6,-0.5,1.5,1,-17,7,-1
COC(=O)CNC(=O)COC(=O)Cc1ccc(Cl)cc1,6,-6,-5,-0.2,0.7,5,-4,-6,-1
Cc1cccc(Oc2nc(-c3cccc([N+](=O)[O-])c3)nc3ccccc23)c1C,5,20,7,-0.4,-0.5,-6,1,-15,-8
CCCCCOC(=O)c1ccc(NC(=O)c2ccco2)cc1,-3,20,-1,-0.4,0.6,9,-4,71*,-1
O=C(CCSc1ccccc1)N1CCOCC1,-8,-22,2,-1.4,-1.1,8,-8,-8,-13
CCOC(=O)c1c(NC(=O)CSc2cccc[n+]2[O-])sc(C(=O)Nc2ccccc2)c1C,6,2,-3,-0.6,1.7,-3,-21,6,-3
# Going on with the list:
SMILES,NRP1-CendR mod,FAS TE block,MT1-MMP act inh,TbMetRS inhib,MsrA inhibitor,E coli Lon inh,MLLE-PAM2 inh,SKN-1 inh,MsrA act
CCOC(=O)C1Oc2ccccc2C(C(=O)OC)=C1C(=O)OC (stereo not given),-7,-7,-2,1.2,/,1,10,4,-1
O=C1CCC(C(=O)Nc2nnc(C3CC3)s2)=NN1,0,-4,4,-0.8,-0.7,-2,11,-1,-3
O=C(O)[C@@H]1Cc2c([nH]c3ccccc23)C2CCC(=O)N21 (stereo not given in full),-26,-6,-4,-0.2,-0.6,-15,-3,7,-4
CC1CCCCN1CC(=O)Nc1sc2c(c1C#N)CCC2 (stereo not given),-7,-6,-7,0.0,-0.4,-7,-10,20,-1
CC(=O)Nc1cccc(Cl)c1C(=O)O,16,-7,7,-1.2,-0.1,-6,-4,-1,0
CCCc1nc2oc3ccccc3c(=O)c2c(=O)n1-c1ccccc1,1,-1,0,0.2,-0.5,-6,8,2,-4
O=C(NC1CCCCC1)c1cc(S(=O)(=O)N2CCCC2)ccc1Cl,22*,-4,2,0.1,0.3,-8,-13,8,-3

# Part of the list above, with bars between the fields.
structure | NRP1-CendR mod | FAS TE block | MT1-MMP act inh | TbMetRS inhib | MsrA inhibitor | E coli Lon inh | MLLE-PAM2 inh | SKN-1 inh | MsrA act
CCCCCCC1/C(=N\NC(=O)c2ccccc2)CCC1C(=O)OC (stereo not given) | 10 | 6 | 6 | -0.5 | 1.5 | 1 | -17 | 7 | -1
Cc1ccc(S(=O)(=O)/N=C(\CN2CCOCC2)N2CCCC2)cc1 | 2 | -2 | -3 | 0.3 | -1.7 | -10 | -12 | 5 | 0

# Quoted from the listing.
# `CC(=O)Nc1cccc(Cl)c1C(=O)O` in FAS TE block shows -7
# `CCCc1nc2oc3ccccc3c(=O)c2c(=O)n1-c1ccccc1` in SKN-1 inh shows 2
# `O=C1CCC(C(=O)Nc2nnc(C3CC3)s2)=NN1` in MLLE-PAM2 inh shows 11
# `CC1CCCCN1CC(=O)Nc1sc2c(c1C#N)CCC2` (stereo not given) in MsrA act shows -1
# `O=C(NC1CCCCC1)c1cc(S(=O)(=O)N2CCCC2)ccc1Cl` in TbMetRS inhib shows 0.1
